NADH coupling: inhibition of NAD/NADH coupling enzymes, library profiling | IC50, µM (series often up to 10 µM), for inactives: top-dose inhibition | 65,000 tested, 0.02% active | coupled PK/LDH NADH assays, four targets;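 active = single-dose screening hits from any of four coupled enzyme assays that gave an IC50 when retested across doses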;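 also: the DPM-DC format reads NADH fluorescence rather than 340 nm absorbance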
Ecoli tolC: growth inhibitors of E. coli BW25113 tolC mutant. OD615. growth inhibition, % at 10 µM (by protocol). 65,000 tested, 2.2% active. AID 573;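 active = growth inhibition at or above a cutoff equal to the mean over every tested compound plus 3 SD, cut at about 60% in these data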;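 also: growth measured after 20 h incubation at 37 °C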
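Test system – E. coli BW25113 ΔtolC::kan, tolC deletion mutant strain · Detection – OD at 615 nm · Buffer or medium – LB with kanamycin 50 µg/mL · Times – 20 h compound exposure of bacteria at 37 °C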
RORa activator: activates the human nuclear receptor RORA; P35398; CHO-K1 Gal4-RORA LBD luciferase reporter, luminescence; percent increase over mock-subtracted basal signal; activation, % at 10 µM; 65,000 tested, 1.5% active;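 active = activation above the mean of all tested compounds plus 3 SD, cut at about 49% in these data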;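 also: 0% = DMSO-treated RORA cells and 100% = added signal equal to DMSO minus mock-transfected cells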
Target sequence (P35398 whole entry, looked up, the tested form may be a part): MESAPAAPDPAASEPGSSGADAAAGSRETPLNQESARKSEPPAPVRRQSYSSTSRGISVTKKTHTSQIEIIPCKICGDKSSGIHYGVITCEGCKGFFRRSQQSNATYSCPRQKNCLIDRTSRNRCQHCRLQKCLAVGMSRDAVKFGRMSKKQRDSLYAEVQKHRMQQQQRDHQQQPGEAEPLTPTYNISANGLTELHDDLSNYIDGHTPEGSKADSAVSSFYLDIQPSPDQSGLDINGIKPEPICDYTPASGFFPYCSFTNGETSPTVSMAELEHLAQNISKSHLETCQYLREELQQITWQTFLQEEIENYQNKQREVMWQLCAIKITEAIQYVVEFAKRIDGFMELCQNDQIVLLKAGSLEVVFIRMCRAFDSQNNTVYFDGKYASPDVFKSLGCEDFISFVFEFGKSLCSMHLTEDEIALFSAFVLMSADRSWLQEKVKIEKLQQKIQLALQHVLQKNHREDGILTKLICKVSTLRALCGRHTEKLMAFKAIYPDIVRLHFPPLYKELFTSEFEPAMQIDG
5HT1a antag: 5-HT1a (human) receptor antagonism. P08908. CHO 5-HT1a Ga15 NFAT-bla reporter, antagonist mode. inhibition, % at 10 µM. 62,000 tested, 0.68% active. AID 612;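 active = inhibition above the mean of all tested compounds plus 3 SD, cut at about 43% in these data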;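 also: receptor stimulated by 5-CT agonist at 100 nM near EC80; beta-lactamase reporter measured by ratiometric fluorescence of a cleavable substrate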
5HT1a ag: activates the human 5-HT1a serotonin receptor; P08908; activation, % at 10 µM; CHO 5-HT1a Ga15 NFAT-bla reporter, FRET ratio; 0% basal, 100% maximal reference agonist; 65,000 tested, 0.56% active;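 active = activation above the screen-wide mean activation plus 3 SD, cut at about 19% in these data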;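 also: 0% = DMSO wells and 100% = 5-CT at EC100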
MMP-13 inhibitor: inhibitors of human MMP13; P45452; inhibition, % at 4 µM; 65,000 tested, 0.07% active; AID 570; MMP-13 fTHP FRET cleavage, Mca fluorescence;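 active = inhibition above the mean of compound-free control plate wells plus 3 SD, cut at about 14% in these data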;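 also: 0% = DMSO wells and 100% = wells with reference MMP-13 inhibitor after basal subtraction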
HTR1E agonist: 5-HT1E (human) receptor agonism | activation, % at 6 µM | CHO 5-HT1E Ga15 NFAT-bla reporter, FRET; 0% DMSO wells, 100% control agonist wells | AID 574 | P28566 | 65,000 tested, 0.69% active;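 active = activation above a set limit, the screen-wide mean activation plus 3 SD, cut at about 8.5% in these data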;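 also: 100% = positive control agonist at 1 µM giving full maximal response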
Target sequence (P28566 whole entry, looked up): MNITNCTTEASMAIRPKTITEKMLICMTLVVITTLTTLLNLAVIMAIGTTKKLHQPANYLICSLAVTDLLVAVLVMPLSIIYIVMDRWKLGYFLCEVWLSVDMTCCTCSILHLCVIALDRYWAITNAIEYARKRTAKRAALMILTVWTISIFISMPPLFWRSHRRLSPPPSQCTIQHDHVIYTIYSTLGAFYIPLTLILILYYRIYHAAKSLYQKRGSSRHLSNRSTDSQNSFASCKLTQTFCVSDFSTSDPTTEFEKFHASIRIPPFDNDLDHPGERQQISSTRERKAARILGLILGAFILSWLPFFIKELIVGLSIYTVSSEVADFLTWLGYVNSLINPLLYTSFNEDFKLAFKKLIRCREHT
SF1 activator: activators of human nuclear receptor SF-1. Q13285. activation, % at 10 µM. 65,000 tested, 1.9% active. CHO-K1 Gal4-SF-1 LBD luciferase reporter; % increase over DMSO SF-1-specific signal. AID 522;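 active = activation above the mean activation of all tested compounds plus 3 SD, cut at about 50% in these data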
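material = CHO-K1 cells with Gal4–hSF-1 LBD chimera plus Gal4-driven luciferase | compound = 10 µM single point, 1% DMSO | incubation = 20 h compound exposure at 37 °C after 1 h cell settling | measured by = SteadyLite luciferase luminescence | evaluation = percent activation relative to DMSO median and mock-transfected background | control set = DMSO negative control and −SF1 background wells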
5HT1E antag: 5-HT1E (human) receptor antagonism | inhibition, % at 6 µM | 65,000 tested, 0.99% active | AID 571 | CHO 5-HT1E Ga15 NFAT-bla reporter, FRET, antagonist;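 active = inhibition above a set limit, the mean inhibition across every tested compound plus 3 SD, cut at about 29% in these data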;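 also: signal is the 460 over 535 nm emission ratio of beta-lactamase substrate; 0% = agonist plus DMSO wells and 100% = wells without agonist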
Active calls of the source: *; nt = not tested or not shown; [ ] = dose if it differs, or a comment.

SMILES	NADH coupling	Ecoli tolC	RORa activator	5HT1a antag	5HT1a ag	MMP-13 inhibitor	HTR1E agonist	SF1 activator	5HT1E antag
CCOC(=O)c1ccc(NC(=O)N2CC(C)OC(C)C2)cc1 (centres undefined)	2%	5	0	-6	-2.9	1	0.7	6	-3
CCOC(=O)Cn1c2c(c(=N)c3ccccc31)CCC2	4%	-19	-29	-7	-2.9	0	-0.3	1	2
CC1(C)CC(=O)c2cnc(N3CCc4ccccc4C3)nc2C1	6%	-23	43	3	-5.8	0	0.4	38	-8
COc1cc(OC)cc(-c2nc3nc(C)c(CCC(=O)O)c(C)n3n2)c1	3%	-19	-11	-35	-0.2	-1	-0.9	9	-9
Cc1c(C#N)c(SCC(N)=O)nc2c1CCCC2	2%	-2	-13	-16	-3.6	4	-0.5	1	-2
O=C(OCC(=O)N(C1CCCCC1)C1CCCCC1)c1cnccn1	3%	4	0	-11	-0.4	2	0.2	-7	-6
Cc1ccc(S(=O)(=O)NC(=O)NCc2ccccn2)cc1	5%	-7	9	18	-5.2	6	0.4	13	9
COC(=O)c1ccc(C2NC(C(=O)O)CS2)cc1 (centres undefined)	1%	16	-10	nt	-2.0	-1	-0.9	-4	0
CCCCNS(=O)(=O)c1ccc2nc(SCC(=O)Nc3sccc3C#N)[nH]c2c1	1%	51	26	-20	1.0	8	0.1	-1	7
OC(CCCN1CCC(O)(c2ccc(Cl)cc2)CC1)c1ccc(F)cc1 (centres undefined)	3%	12	-12	nt	-4.6	3	0.0	-9	8
Cc1ccccc1NC(=O)c1cnn(-c2ccccc2)c1NC(=O)c1ccco1	5%	2	1	-8	5.3	-6	0.5	-7	-2
CC(=O)Nc1ccc(C2Nc3ccccc3C(=O)N2C2CCCCC2)cc1 (centres undefined)	7%[fluoresces]	8	15	-9	-0.5	-98[fluorescence artefact?]	0.2	0	-16
CCOc1ccc(CNC23CN4CN(CN(C4)C2)C3)cc1	3%	-16	13	-2	-1.9	-3	-0.7	0	-1
COc1ccc(N(C)S(=O)(=O)c2cccc(C(=O)Nc3ccc(-n4cnnn4)cc3)c2)cc1	5%	4	-4	-4	-0.1	-5	0.5	-13	13
O=C(Oc1c(CN2CCOCC2)cc(Cl)c2cccnc12)c1ccc(F)cc1	1%	26	-10	17	-1.0	0	2.1	-20	37*

Looked up above:
RORa activator with `COc1cc(OC)cc(-c2nc3nc(C)c(CCC(=O)O)c(C)n3n2)c1` = -11
5HT1E antag with `CCOC(=O)c1ccc(NC(=O)N2CC(C)OC(C)C2)cc1` (centres undefined) = -3

More records follow.
SMILES	NADH coupling	Ecoli tolC	RORa activator	5HT1a antag	5HT1a ag	MMP-13 inhibitor	HTR1E agonist	SF1 activator	5HT1E antag
Cc1c(NS(=O)(=O)c2cccs2)c(=O)n(-c2ccccc2)n1C	0%	-10	-22	8	-0.9	3	-1.5	10	2
Cc1cc(/C=N/n2cnnc2)c(C)n1-c1ccc(C(=O)O)cc1	12%	7	-1	-15	-3.0	6	-0.6	-13	-6
CCn1nnnc1-c1ccc(OC)c(S(=O)(=O)N2CCCCC2)c1	2%	-10	-1	-9	0.1	-1	0.1	21	-2
CCOc1ccc(CCN2C(=O)CCC2(C)C(=O)NC(C)CC)cc1OCC (centres undefined)	4%	-7	-2	-7	-1.7	0	-0.7	10	-2
C/C=C(/C(=C/C)c1ccc(O)cc1)c1ccc(O)cc1	2%	32	-14	nt	-0.7	-2	0.2	-5	4
COc1ccc(S(=O)(=O)Nc2ccccn2)c(C)c1C	3%	-10	-21	6	-3.6	2	-1.1	-10	1
C=C(C)CN(CC)C(=O)CSc1nc2ncc(Cl)cc2[nH]1	5%	2	-15	-7	-3.8	-4	1.8	-7	11
O=C(COC(=O)CCS(=O)(=O)c1ccc(Cl)cc1)Nc1ncc(Cl)cc1Cl	9%	-7	16	-7	-1.1	-4	0.5	-1	0
Cc1cccc(-n2c(O)c(C=Nc3c(C)n(C)n(-c4ccccc4)c3=O)c3ccccc3c2=O)n1	7%	-15	-18	-14	2.5	-8	1.8	18	5
CCc1nc(SCC(=O)N2CCC(C)CC2)c2c(=O)n(C)c(=O)n(C)c2n1	1%	9	-9	-25	-4.7	-1	0.4	7	-1
CN(C)C(=O)NCc1ccc(S(N)(=O)=O)cc1	1%	-19	-2	0	0.1	3	0.6	-10	5
CCC(Sc1nccn1C)C(=O)Nc1nnc(C)s1 (centres undefined)	7%	-7	-14	0	-3.3	1	0.1	-26	-4
Cc1ccc(S(=O)(=O)N2CCCCC2)cc1C(=O)Nc1ccc2cn[nH]c2c1	4%	1	8	27	-1.0	6	0.3	1	3
CCCCn1c2nc3ccccc3nc2c2c(=O)n(C(C)CC)cnc21 (centres undefined)	10%[fluoresces]	5	2	-10	0.2	-20	-1.0	-2	2
COc1ccc(-c2nnc3ccc(SC(C(C)=O)C(C)=O)nn23)cc1OC	11%	6	7	4	-2.7	5	1.1	-13	0
O=C(NCc1ccc(N2CCCC2=O)cc1)Nc1ccccc1	0%	3	-14	-4	-1.2	6	-0.1	0	3
CCC(=O)N1CCc2cc(S(=O)(=O)NCCC(=O)N3CC=C(c4ccccc4)CC3)ccc21	5%	-12	-39	6	0.1	3	1.7	-31	15
CCn1cnc2sc(-c3ccccc3)cc2c1=O	2%	7	19	11	-4.2	-2	-0.3	50	-3
Cc1cc(NC(=O)c2cccc(C(=O)Nc3cc(C)on3)n2)no1	9%	-9	2	7	1.4	-2	1.3	12	-7
Cc1ccc(C2NC(=O)c3c(sc4c3CCN(C)C4)N2)o1 (centres undefined)	9%	-15	3	-4	1.2	-36	2.1	-27	4
c1ccc2c(SCc3cn4cccnc4n3)ncnc2c1	4%	-2	-19	5	-2.0	-5	-0.6	1	13
Cc1cc(NC(=O)c2cn(C3CCCCC3)c(=O)c3c2c2ccccc2n3C)no1	6%	15	7	8	1.3	-13	1.3	-8	-8
Cc1cc(-c2cccs2)n[nH]1	1%	-9	-8	-13	2.6	-1	0.2	11	-11
CC(=O)N1c2c(cc(Br)cc2S(=O)(=O)NCC2COc3ccccc3O2)CC1C (centres undefined)	2%	11	-14	3	-0.4	1	0.1	-3	2
CCOC(=O)C(NC(=O)N1CCCCC1)(c1ccccc1)C(F)(F)F (centres undefined)	5%	2	-19	-5	-0.6	6	-0.5	8	-16
Cc1ccc2c(COC(=O)c3cnc(C)cn3)cc(=O)oc2c1	3%	-12	-22	1	-1.6	6	0.0	-8	-2
CN(C)C(=O)Cn1c(SCC(=O)NC2CCCCC2)nc2ccccc21	1%	-17	-16	-5	-5.5	-22	-0.4	-15	8
CCOc1nc(-c2ccccc2)ccc1-c1noc(-c2ccc(OC)c(OC)c2)n1	4%[fluoresces]	-4	1	5	-0.9	2	0.2	-14	-12
Cc1ccc(F)cc1NC(=O)C1CCCN(c2ncccn2)C1 (centres undefined)	3%	-20	12	10	-1.0	-3	0.1	-5	-5
Cc1nc2ccc(NC(=O)c3ccc(Cl)s3)cc2s1	2%	3	80*	0	-1.9	-1	1.3	76*	1
FC(F)(F)c1cccc(N2CCN(c3nnnn3-c3ccccc3)CC2)c1	3%	69*	-8	-26	-1.1	-2	-0.5	-4	0
CCOC(=O)C(C)(C)Sc1nc2c(cnn2-c2ccc(Cl)cc2)c(=O)[nH]1	1%	21	8	8	0.4	6	-0.4	-5	23
O=C(O)c1ccccc1C(=O)NCc1cccnc1	4%	2	-2	4	1.8	-25	0.7	1	2
CCOc1ccc(C(=O)Nc2cccc(-c3nc4cccnc4o3)c2)cc1Cl	3%	49	-6	-14	-0.5	-9	0.7	-13	-10
CC(NC(=O)c1cccc(F)c1)C(c1cccs1)N1CCN(C)CC1 (centres undefined)	6%	-20	-3	-2	0.8	2	0.5	-4	-16
O=C(CCCn1c(SCC(=O)NCC2CCCO2)nc2ccccc2c1=O)NCC1CCCO1 (centres undefined)	5%	-5	1	17	-2.4	7	-0.3	8	-13
CCOC(=O)N1CCN(C(=O)C(C)N(c2ccc(Oc3ccccc3)cc2)S(C)(=O)=O)CC1 (centres undefined)	5%	1	19	-9	-0.5	0	-0.5	-17	-8
COc1ccc(NC(=O)c2cncc(Br)c2)c(S(=O)(=O)N2CCOCC2)c1	0%	-5	3	-8	-1.6	-6	-0.6	-10	16
CC(=O)c1cccc(NC(=O)CN2C(=O)NC3(CCCCCCC3)C2=O)c1	0%	17	-6	0	-3.6	-4	-0.5	4	-7
Cc1nnc(SCC2CCCO2)n1-c1ccccc1 (centres undefined)	1%	-3	10	9	-1.4	4	0.6	-6	10
O=C(CN1CCCC1)Nc1ccc(NC(=O)Nc2ccccc2Cl)cc1	2%	10	16	20	-1.3	-10	-1.7	18	7
CC(C)Cc1cc(C(=O)NCc2ccco2)no1	4%	-7	34	-8	-2.4	3	0.9	47	1
COc1nccc(Nc2ccccc2)c1C#N	8%	-10	7	-5	-4.2	4	0.5	12	10
COc1cccc(C(=O)NCC(=O)n2nc(C)cc2C)c1	1%	-2	-34	nt	0.0	0	-0.3	-6	10
COc1cccc(NC(=O)Cn2cnc3sc(C)c(S(=O)(=O)N4CCN(C)CC4)c3c2=O)c1	6%	11	-19	8	-0.6	1	-0.5	-4	-6
Cc1nn(Cc2ccc(Cl)cc2)c(C)c1NC(=O)c1cc(-c2ccco2)on1	5%	1	10	8	-1.4	4	-0.1	-24	17
Cc1noc(C)c1S(=O)(=O)Nc1ccc(C(=O)NC2CCCCC2)cc1	4%	13	28	0	-2.0	8	-0.3	-12	-2
ON1C(c2ccccc2)CC2(O)c3nonc3CCC12 (centres undefined)	5%	-14	-27	-5	-1.7	-2	1.1	14	1
COc1ccc(S(=O)(=O)Nc2ccc(S(=O)(=O)Nc3nc(C)cc(C)n3)cc2)cc1OC	1%	-6	-14	0	-1.8	3	-0.3	2	-5
CC1(C)Cc2nc3sc4c(N(CCO)CCO)ncnc4c3cc2CO1	4%[fluoresces]	8	17	nt	1.1	-97[fluorescence artefact?]	-0.7	24	11
COc1ccc(/C(O)=C2/C(=O)C(=O)N(CC3CCCO3)C2c2cccc(OC)c2)cc1 (centres undefined)	7%	100*	-3	2	-0.8	1	-0.1	-1	-8
COCCn1c(SCC#N)nnc1-c1ccccc1O	4%	-8	5	6	-1.1	8	0.3	1	12
Cc1cccc(C(=O)N2CCN(C(=O)c3cccc(C)c3)C(C)C2)c1 (centres undefined)	2%	0	16	14	-2.2	1	-1.7	-8	4
COc1ccc(C(=O)CN2C(=O)C(C)(C)Oc3ccc(C(=O)N4CCCCCC4)cc32)cc1	8%	14	-7	-2	1.4	6	-0.3	-18	1
N#CCSc1nnc2c(Cl)cc(Cl)cn12	2%	-10	-11	2	-4.4	-3	0.6	-5	-8
CCCCn1c(SCC(=O)c2ccccc2)nc2c1c(=O)[nH]c(=O)n2C	6%	13	-17	7	-0.6	2	-0.3	-15	3

Structures above that have a CF3 group:
SMILES	NADH coupling	Ecoli tolC	RORa activator	5HT1a antag	5HT1a ag	MMP-13 inhibitor	HTR1E agonist	SF1 activator	5HT1E antag
CCOC(=O)C(NC(=O)N1CCCCC1)(c1ccccc1)C(F)(F)F (centres undefined)	5%	2	-19	-5	-0.6	6	-0.5	8	-16
FC(F)(F)c1cccc(N2CCN(c3nnnn3-c3ccccc3)CC2)c1	3%	69*	-8	-26	-1.1	-2	-0.5	-4	0
